BAZ2B block: qHTS Assay for Inhibitors of BAZ2B | hit rate 4.4% among 360,000 | Bromodomain adjacent to zinc finger domain protein 2B (Homo sapiens), Q9UIF8 | AID 504333, 2011 | AlphaScreen BAZ2B-H3K14Ac peptide displacement | Potency, µM (top dose mostly 114 µM), for the others: at the top dose activity change, negative = inhibition, usual class: inhibitors; note: potency is the fitted concentration of half-maximal effect; % is set by controls: 0 for no effect and ±100 for the full control effect; nearly all actives have a fitted effect of over 60% in size
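Compounds, titrated to a top concentration of 110 uM, were incubated 30 min at room temperature with preformed BAZ2B/acetyl-K14 H3 peptide complex (50 nM each). Proximity signal was measured by AlphaScreen after 20 min with beads.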
PGK inhibitor: qHTS Assay to Find Inhibitors of Phosphoglycerate Kinase; Phosphoglycerate kinase, glycosomal (Trypanosoma brucei brucei), P07378; Potency, µM (titrated, usually from 57.5 µM), for the others: at the highest dose activity change, negative = inhibition, actives largely listed as inhibitors; AID 602233, 2012; PGK/GAPDH coupled, Kinase-Glo luminescence, 60 min; hit rate 0.043% among 380,000; note: potency is the fitted concentration of half-maximal effect; % is set by controls: 0 for no effect and ±100 for the full control effect; nearly all actives have a fitted effect of over 60% in size
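Recombinant glycosomal PGK reaction used 1,3-bisphosphoglycerate generated in-well by GAPDH (100nM final) in 100mM TEA pH 7.6, 5mM MgCl2, 0.01% Tween-20. After 60 minutes at room temperature, ATP was read by Kinase-Glo Plus luminescence end-point.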
JMJD2A Tudor: qHTS Assay for Inhibitors of JMJD2A-Tudor Domain. Lysine-specific demethylase 4A (Homo sapiens), O75164. AlphaScreen JMJD2A-Tudor / H3K4me3 peptide binding. Potency, µM (series often up to 114 µM), for inactives: at the top dose activity change, negative = inhibition, usual class: inhibitors. hit rate 4.4% among 390,000; note: potency is the fitted concentration of half-maximal effect; % is set by controls: 0 for no effect and ±100 for the full control effect; nearly all actives have a fitted effect of over 50% in size
Pol eta inh: qHTS for Inhibitors of Polymerase Eta. DNA polymerase eta (Homo sapiens), Q9Y253. recombinant Pol eta, fluorescent DNA replication assay. Potency, µM (series often up to 114 µM), for inactives: at the top dose activity change, negative = inhibition, hits mostly inhibitors. hit rate 1.2% among 390,000. AID 588591, 2011; note: potency is the fitted concentration of half-maximal effect; % is set by controls: 0 for no effect and ±100 for the full control effect
Target sequence (Q9Y253 whole entry, looked up): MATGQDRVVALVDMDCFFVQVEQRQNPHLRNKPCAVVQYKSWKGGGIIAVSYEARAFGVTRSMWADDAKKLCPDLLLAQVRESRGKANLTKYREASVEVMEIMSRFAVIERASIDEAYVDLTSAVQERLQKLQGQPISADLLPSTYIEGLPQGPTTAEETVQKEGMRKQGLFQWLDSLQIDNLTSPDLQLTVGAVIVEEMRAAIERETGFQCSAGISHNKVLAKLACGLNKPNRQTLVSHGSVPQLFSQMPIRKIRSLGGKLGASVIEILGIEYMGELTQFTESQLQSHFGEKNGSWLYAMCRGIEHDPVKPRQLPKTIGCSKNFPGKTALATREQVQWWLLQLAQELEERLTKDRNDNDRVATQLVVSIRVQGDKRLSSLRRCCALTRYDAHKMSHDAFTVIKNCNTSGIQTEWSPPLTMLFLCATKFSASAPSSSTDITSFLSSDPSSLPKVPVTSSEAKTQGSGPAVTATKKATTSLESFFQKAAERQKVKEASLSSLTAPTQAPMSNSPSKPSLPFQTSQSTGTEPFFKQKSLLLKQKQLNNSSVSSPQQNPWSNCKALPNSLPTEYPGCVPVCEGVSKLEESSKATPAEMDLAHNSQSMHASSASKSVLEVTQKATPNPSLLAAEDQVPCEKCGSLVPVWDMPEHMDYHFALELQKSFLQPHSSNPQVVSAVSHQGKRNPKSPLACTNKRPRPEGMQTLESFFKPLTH
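Fluorescent replication assay: 50 nM final substrate added after a 15 min room-temperature compound preincubation with 10 nM enzyme. Signal taken at 0 min and again at 10 min.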
GLS inh: qHTS for Inhibitors of Glutaminase (GLS) | Glutaminase kidney isoform, mitochondrial (Homo sapiens), O94925 | GLS enzymatic activity, qHTS titration | Potency, µM (doses to about 45.5 µM), for inactives: top-dose activity change, negative = inhibition, hits mostly inhibitors | hit rate 0.21% among 410,000; note: potency is the fitted concentration of half-maximal effect; % is set by controls: 0 for no effect and ±100 for the full control effect
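Compounds were pin-transferred onto hKGA, after which L-glutamine (1 mM solution) and a detection mix of glutamate oxidase, HRP and Amplex Red were added. Initial and 30 min RT fluorescence reads were collected.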
Pin1 inhibitor: qHTS Assay to Find Inhibitors of Pin1. hit rate 0.009% among 390,000. Pin1 FP peptide displacement, HiFluor488, 10 min. Potency, µM (series often up to 115 µM), for the others: top-dose activity, negative = inhibition, hits mostly inhibitors. Peptidyl-prolyl cis-trans isomerase NIMA-interacting 1 (Homo sapiens), Q13526; active = well fitted inhibition curve with a large enough effect in the polarisation, with a control signal flat, not every such curve was filed as active; inconclusive = small, poorly fitted or top-dose-only effect, or effect the other way, or a change in a side signal; inactive = no such curve, though single readings can be large or run the other way; the % refers to the polarisation; note: potency is the fitted concentration of half-maximal effect; % is set by controls: 0 for no effect and ±100 for the full control effect
HP1b chromo inh: HTS for Inhibitors of HP1-beta Chromodomain Interactions with Methylated Histone Tails; Chromobox protein homolog 1 (Homo sapiens), P83916; AlphaScreen HP1-beta / biotin-H3K9me3 peptide binding; Potency, µM (highest dose often 114 µM), for inactives: at the highest dose activity change, negative = inhibition, most hits filed as inhibitors; hit rate 0.56% among 390,000; AID 540317, 2011; note: potency is the fitted concentration of half-maximal effect; nearly all actives have a fitted effect of over 70% in size; inactives centre near 23
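AlphaScreen: HP1-beta (50 nM) preformed 30 min with biotin-H3(1-18)K9me3 peptide (50 nM) in PBS pH 7.4, 0.01% Tween-20. Compound added for 30 min at RT, then streptavidin donor/nickel chelate acceptor beads (10 ug/mL) for 30 min.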
PI4K2A inh: qHTS for small molecular inhibitors of PI4K2A; purified PI4K2A, ADP-Glo luminescence, 1 h; active compounds read low; activity change, negative = inhibition, % at 76.9 µM; hit rate 0.13% among 420,000; AID 1346378, 2018; in the data active = activity change below about -50%; inconclusive = mostly about -30% to -49%;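 note: -100% = wells without enzyme as full effect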
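Compounds are screened against recombinant PI4K2A using PI as substrate and ATP, the latter dispensed at 300 microM. Reactions run one hour at ambient temperature before ADP-Glo detection; full inhibition defined by wells lacking enzyme.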
G9a block: qHTS Assay for Inhibitors of Histone Lysine Methyltransferase G9a; G9a H3K9 monomethylation, AlphaScreen, 2 h; Potency, µM (doses to about 102 µM), for the others: top-dose activity, negative = inhibition, hits mostly inhibitors; hit rate 8.8% among 350,000; AID 504332, 2011; note: potency is the fitted concentration of half-maximal effect; % is set by controls: 0 for no effect and ±100 for the full control effect; nearly all actives have a fitted effect of over 75% in size
Target sequence (Q96KQ7 913-1193 limits assumed): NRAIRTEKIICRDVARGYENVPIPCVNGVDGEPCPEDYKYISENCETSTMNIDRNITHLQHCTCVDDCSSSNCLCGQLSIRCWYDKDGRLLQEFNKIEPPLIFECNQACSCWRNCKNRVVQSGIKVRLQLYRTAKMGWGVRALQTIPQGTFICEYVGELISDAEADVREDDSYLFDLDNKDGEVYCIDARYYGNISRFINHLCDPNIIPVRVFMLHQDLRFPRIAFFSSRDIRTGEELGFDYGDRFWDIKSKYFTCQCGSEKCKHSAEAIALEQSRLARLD
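Signal arises when biotinylated H3K9 peptide, once monomethylated, bridges streptavidin donor and antibody-captured acceptor beads. Enzyme at 20 nM was preincubated 15 min with test compounds; peptide 500 nM and SAM 20 uM then reacted for 2 h.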
* = called active by the depositor; i = inactive; ? = inconclusive; · = no result given; [ ] = dose if it differs, or a comment. Unless noted, calls come from the whole dose curve; as a rule, active = well fitted curve in the direction sought with a large enough effect; inconclusive = small, poorly fitted or top-dose-only effect, or another doubt; inactive = no such curve, though single readings can be large; an effect the other way counts as inactive or inconclusive. Only part of the results is shown, so the mix of outcomes need not match the whole.

SMILES | BAZ2B block | PGK inhibitor | JMJD2A Tudor | Pol eta inh | GLS inh | Pin1 inhibitor | HP1b chromo inh | PI4K2A inh | G9a block
CCOC(=O)c1ccccc1NC(=O)c1ccc(NS(C)(=O)=O)cc1 | -2% | · | -20% | -14% | -1% | -1% | 34% | -4 | -19%[12.7 µM]
Cc1cccc(OCC(=O)NCC(=O)n2nc(C)cc2C)c1 | 9% | i | -2%[11.4 µM] | -6% | 3% | 4% | -8% | -16 | 8%[12.7 µM]
COc1ccc2nc(C)cc(SCC(=O)N/N=C/c3c(OC)ccc4ccccc34)c2c1 | -25% | -8% | -7% | ? | -5% | 1% | 26% | 0 | 1%[59 µM]
COc1cccc(NC(=S)NC2CC(C)CC(C)(C)C2)c1 (stereo not drawn) | · | -8% | · | -18% | 0% | · | · | 0 | ·
COc1ccccc1C1CCN(Cc2cccc([N+](=O)[O-])c2)CC1 | ? | 4% | ? | -13% | 0% | -4% | -5% | 0 | ·
O=C(COC(=O)c1cccnc1Cl)NC1CCCc2ccccc21 (stereo not drawn) | · | -4% | -3% | -13% | -1% | -3% | 42%[activator] | -1 | ·
CNC(=O)NC(=O)C(OC(=O)Cc1cccc(C(F)(F)F)c1)c1ccccc1 (stereo not drawn) | -28% | -3% | -8% | 4% | 1% | -6% | 59%[activator] | -1 | -3%
COc1cc(C=O)ccc1OCCCCOc1ccccc1[N+](=O)[O-] | -8% | 9% | -7%[57.1 µM] | -23% | 6% | -4% | 21% | -1 | 2%[59 µM]
CCc1ccc(NC(=O)C2CCN(S(=O)(=O)c3c(C)noc3/C=C/N(C)C)CC2)cc1 | -21% | 6% | -26% | -8% | 13% | 21% | 34% | -7 | 17%[0.0925 µM]
COC(=O)C1CCCCN1C(=O)CCc1nnc(CCc2c[nH]c3ccccc23)o1 (stereo not drawn) | 21% | -8% | -19% | -21% | 7% | 0% | 25% | 4 | -2%
COc1ccc2c(c1)OC[C@H]1[C@H]2N2C(=O)CN(Cc3ccc(C)cc3)C(=O)[C@@]2(C)[C@H]1c1ccccc1 | -19% | -6% | -26% | -19% | -8% | 7% | 20% | 3 | 5%[0.501 µM]
CC(C)(C)C(=O)OCc1cn(-c2ccc(Cl)cc2)nn1 | 1% | -3% | 5% | -16% | 3% | ? | 44%[activator] | -1 | ?
CC1Sc2ccc(C(=O)Nc3ccc(S(=O)(=O)N(C)C)cc3)cc2NC1=O (stereo not drawn) | -3% | -9% | -19% | -16% | -13% | 6% | 21% | -3 | 32µM*
C=CCN(CC=C)S(=O)(=O)c1ccc(NC(=S)NC(=O)/C=C/c2ccc(C)cc2)cc1 | -32% | 11% | -11% | -11% | 6% | 6% | 21% | 6 | 6%[59 µM]
COc1ccc(Cn2cnc3sccc3c2=O)cc1 | 0% | -4% | -4% | 11% | 8% | 0% | 22% | -1 | 2%[59 µM]
COc1ccc(-c2cc(=O)oc3cc(OCC(=O)NCC(O)c4ccccc4)ccc23)cc1 (stereo not drawn) | 8% | 2% | -20% | 7% | -4% | 2% | 16% | 0 | 5%[12.7 µM]
COc1ccc(-c2cc(C(=O)Oc3ccc(Cl)cc3)c3ccccc3n2)cc1 | 53%[activator] | 0% | 57%[activator] | -17% | 2% | 13% | 87%[activator] | ? | 80%[activator][59 µM]
CCOC(=O)N1CCN(C(=O)CCSCCc2ccncc2)CC1 | -27% | 3% | -2% | -5% | 10% | 0% | 35% | -16 | -4%[59 µM]
CCCCOC(=O)c1ccc(NC(=O)CSc2nc3c(c(=O)[nH]2)CCCC3)cc1 | -14% | · | -10% | · | 5% | 3% | 10% | 2 | ?
Cc1nn(CC(=O)NCc2cccs2)c(=O)c2nn(-c3ccccc3)c(C)c12 | -23% | -9% | -5% | -16% | 2% | -16% | 36%[activator] | -2 | 3%
NC(=NCCc1c[nH]c2ccccc12)NS(=O)(=O)c1ccc(F)cc1 | -25% | 0% | -27% | -11% | 17% | -3% | -3% | 2 | 5%[59 µM]
O=C(c1ccc([N+](=O)[O-])o1)N1CCc2ccccc2C1 | -27% | -11% | -10% | -13% | -7% | 34%[activator] | 12% | 8 | -30%
Cc1ccc(C(=O)NCc2ccc3c(c2)CCO3)cc1C | 1% | -6% | -11% | -16% | -6% | 0% | 59%[activator] | -1 | 1%[59 µM]
O=c1c2sc3ccccc3c2n(Cc2ccc(Cl)cc2)c(=O)n1Cc1ccco1 | -1% | -5% | -16% | -13% | -13% | 11% | 7% | 4 | 1%[59 µM]
CC(=O)Nc1ccc(NC(=O)CN2C(=O)CC(c3ccco3)Sc3ccccc32)cc1 (stereo not drawn) | -35% | -8% | ? | -20% | -9% | 23% | 14% | -6 | -7%[59 µM]

Following part.
SMILES | BAZ2B block | PGK inhibitor | JMJD2A Tudor | Pol eta inh | GLS inh | Pin1 inhibitor | HP1b chromo inh | PI4K2A inh | G9a block
CC(=O)N1CCN(S(=O)(=O)c2cccc(C(=O)NC3CCCC(C)C3C)c2)CC1 (stereo not drawn) | · | i | · | -9% | -9% | · | · | 2 | ·
COc1ccc(N(CC(=O)Nc2c(C)n(C)n(-c3ccccc3)c2=O)S(=O)(=O)c2ccc(F)cc2)cc1 | 0% | 0% | -9% | -7% | 4% | 1% | 35% | -6 | 3%[59 µM]
Cc1ccc(S(=O)(=O)N2CCOCC2)cc1NC(=O)COC(=O)CCC(=O)c1cccs1 | -29% | 4% | -2% | 0% | 20% | 5% | 16% | -1 | -3%
COc1ccc(C(=O)Nc2cccc(N(C)S(C)(=O)=O)c2)cc1OC | -1% | -3% | -20% | -5% | 14% | 8% | 12% | 0 | -3%[59 µM]
Cc1cccc(NC(=O)C(=O)NCC(c2cccnc2)N2CCc3ccccc32)c1C (stereo not drawn) | -17% | -3% | -16% | 7% | 0% | -2% | 29% | 0 | ?
CC(=O)c1ccc(N2CCC(c3cc(-c4ccc(Cl)cc4)n[nH]3)CC2)c([N+](=O)[O-])c1 | ? | 2% | -27% | -14% | 5% | ? | -22% | -1 | 15%[59 µM]
O=C(Nc1ccnn1C1CCN(C/C=C/c2ccccc2)CC1)c1ccccc1Cl | -12% | 2% | -19% | -19% | 1% | -4% | 29% | 1 | ·
COc1ccc(NC(=O)CCc2nnc3n(Cc4ccc(C)cc4)c(=O)c4ccccc4n23)cc1 | -4% | 11% | -7% | -18% | -9% | -18% | 20% | -3 | -2%[59 µM]
CCN(CC)c1cc2nonc2c2nonc12 | 51%[activator] | -4% | 23% | -8% | 33%[activator] | -5% | 48%[activator] | -2 | 9%[59 µM]
C/C(CS(=O)(=O)c1ccc(Cl)c(Cl)c1)=N/NC(N)=S | 7% | -6% | -12% | -23% | 0% | -2% | 17% | -1 | 6%
O=C(Nc1ccc(Oc2ncnc3cc(Cl)ccc23)nc1)c1cccs1 | 5% | -1% | -24% | -4% | 4% | 4% | 80%[activator] | 5 | ·
COc1ccc(OC)c(C2CC(=O)Nc3n[nH]c(-c4ccccc4)c32)c1 (stereo not drawn) | -19% | i | -8% | -15% | -10% | 6% | 47%[activator] | 0 | 5%[12.7 µM]
Cc1cccc(C)c1NC(=O)CN(C)C(=O)[C@H](C)NC(=O)c1ccco1 | -4% | -6% | -9% | -8% | 8% | 1% | 17% | 0 | 15%[12.7 µM]
CCOC(=O)C1=C(c2ccccc2)OC(N)=C(C#N)C1C(C)C (stereo not drawn) | · | 7% | -11% | -8% | 11% | 1% | 27% | -1 | -4%[59 µM]
CC(C)CCNC(=O)CSc1nc2ccccc2nc1Cc1ccc(Cl)cc1 | 9% | -8% | -9% | -7% | -5% | -2% | 11%[57 µM] | -3 | 14%[59 µM]
O=C(Cn1cnc2c(nnn2Cc2ccccc2)c1=O)N1CCCc2ccccc21 | -1% | i | 4% | -12% | -16% | 0% | 20% | 7 | 10%[59 µM]
COc1ccc(N2CC(NC(=O)N3CCN(c4ccccc4)CC3)CC2=O)cc1 (stereo not drawn) | · | -8% | -8% | -9% | 32% | 3% | 4% | -4 | -9%
CC(=O)NC(CCS(C)(=O)=O)C(=O)Nc1ccc(Cl)c(Cl)c1 (stereo not drawn) | -1% | -10% | -2% | -9% | -8% | 2% | 47%[activator] | 7 | 8%
Cc1cccc(NC(=O)c2ccc3nsnc3c2)c1C | 5% | -7% | -10% | -1% | 12% | -3% | -5% | -20 | 2%
CC(C)CN(CCCNC(=O)CN1C(=O)COc2ccc(S(=O)(=O)N3CCCC3)cc21)CC(C)C | 2% | -1% | -9% | -5% | 14% | -1% | 41%[activator] | -3 | -22%
CCSc1nc(-c2ccco2)ccc1C#N | 1% | -5% | ? | ? | 2% | 22% | 35% | -9 | ?

Ordered by value in JMJD2A Tudor (low to high): 3 of the compounds above.
SMILES | BAZ2B block | PGK inhibitor | JMJD2A Tudor | Pol eta inh | GLS inh | Pin1 inhibitor | HP1b chromo inh | PI4K2A inh | G9a block
COc1ccc(C(=O)Nc2cccc(N(C)S(C)(=O)=O)c2)cc1OC | -1% | -3% | -20% | -5% | 14% | 8% | 12% | 0 | -3%[59 µM]
CC(C)CN(CCCNC(=O)CN1C(=O)COc2ccc(S(=O)(=O)N3CCCC3)cc21)CC(C)C | 2% | -1% | -9% | -5% | 14% | -1% | 41%[activator] | -3 | -22%
CC(=O)NC(CCS(C)(=O)=O)C(=O)Nc1ccc(Cl)c(Cl)c1 (stereo not drawn) | -1% | -10% | -2% | -9% | -8% | 2% | 47%[activator] | 7 | 8%

From PubChem
